FXIIa inh: inhibitors of human coagulation factor XIIa; P00748; purified FXIIa, Boc-QGR-AMC fluorogenic substrate, 2 h; inhibition, % at 5 µM; hit rate 0.3% among 220,000; in the data active means inhibition above about 40%;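 further: 0% = enzyme with no compound and 100% = blank without enzyme; many of its hits are not listed in these tables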
Furin inhibitor: inhibitors of human furin | P09958 | purified furin, fluorogenic substrate cleavage | inhibition, % at 30 µM | hit rate 0.061% among 220,000 | AID 463115; in the data active means inhibition above about 25%; further: inactives centre near -15
PERK inh: inhibitors of human PERK kinase; Q9NZJ5; CHO PERK-DD fusion, SEAP luminescence translation reporter; inhibition, % at 5.6 µM; hit rate 0.17% among 220,000; AID 1416;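 active means inhibition above the mean inhibition of all tested compounds plus 3 SD, set separately per screening campaign, cut at about 2.9% in these data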;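 further: PERK kinase domain activated by AP20187 dimerizer at 100 nM; 0% = DMSO with dimerizer and 100% = rapamycin at 8.4 µM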
Target sequence (Q9NZJ5 whole entry, looked up, the tested form may be a part): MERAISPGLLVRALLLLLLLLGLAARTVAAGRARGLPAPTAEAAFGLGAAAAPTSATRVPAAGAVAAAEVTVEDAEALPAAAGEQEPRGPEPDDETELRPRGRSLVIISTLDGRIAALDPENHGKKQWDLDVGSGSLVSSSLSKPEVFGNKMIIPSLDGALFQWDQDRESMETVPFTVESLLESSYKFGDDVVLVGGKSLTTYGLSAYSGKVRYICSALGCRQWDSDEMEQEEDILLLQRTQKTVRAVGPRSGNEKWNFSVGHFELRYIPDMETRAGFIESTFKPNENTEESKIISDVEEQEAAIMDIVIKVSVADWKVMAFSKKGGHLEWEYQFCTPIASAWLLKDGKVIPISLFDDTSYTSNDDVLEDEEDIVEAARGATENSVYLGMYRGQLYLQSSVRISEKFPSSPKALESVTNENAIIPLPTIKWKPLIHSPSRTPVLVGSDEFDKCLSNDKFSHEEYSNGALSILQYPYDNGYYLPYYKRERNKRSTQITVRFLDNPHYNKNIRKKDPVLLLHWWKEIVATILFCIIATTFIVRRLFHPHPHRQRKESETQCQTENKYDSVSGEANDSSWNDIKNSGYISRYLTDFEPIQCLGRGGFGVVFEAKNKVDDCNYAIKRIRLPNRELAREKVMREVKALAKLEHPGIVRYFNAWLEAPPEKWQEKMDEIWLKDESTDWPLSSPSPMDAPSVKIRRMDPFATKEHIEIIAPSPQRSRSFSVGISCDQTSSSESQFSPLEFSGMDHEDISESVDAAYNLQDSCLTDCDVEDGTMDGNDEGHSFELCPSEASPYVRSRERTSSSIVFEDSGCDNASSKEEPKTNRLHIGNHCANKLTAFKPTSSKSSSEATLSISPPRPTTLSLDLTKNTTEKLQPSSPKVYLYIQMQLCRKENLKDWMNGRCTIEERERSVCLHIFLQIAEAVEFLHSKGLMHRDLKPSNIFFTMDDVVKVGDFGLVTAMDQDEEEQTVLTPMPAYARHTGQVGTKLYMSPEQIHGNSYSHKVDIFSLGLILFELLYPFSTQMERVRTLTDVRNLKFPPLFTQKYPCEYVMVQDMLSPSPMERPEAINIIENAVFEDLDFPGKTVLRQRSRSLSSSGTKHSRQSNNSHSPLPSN
hK5 inh: kallikrein 5 (human) inhibition; Q9Y337; recombinant hK5, fluorogenic AMC substrate cleavage; inhibition, % at 5 µM; hit rate 0.59% among 210,000;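 active means inhibition of 40% or more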;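 further: 0% = enzyme controls without compound and 100% = no-enzyme blanks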
Rad51 HR inh: Rad51 (human) homologous recombination inhibition; AID 1385; hRad51 DNA strand exchange, fluorescence dequenching; hit rate 0.085% among 200,000; inhibition, % at 10 µM;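 active means inhibition above 40% at the single screening dose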;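 further: 0% = DMSO control wells and 100% = blanks with heterologous ssDNA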
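material = hRad51 filaments on single-stranded DNA | timing = filaments 15 min 37 °C, then compound 30 min | signal = FRET fluorescence dequenching, excitation 485 nm, emission 520 nm | benchmarks = control wells and blank wells on each plate | evaluation = percent inhibition relative to plate controls and blanks | compound = 10 µM final, single point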
Thrombin inh: thrombin (human) inhibition. alpha-thrombin, Boc-VPR-AMC fluorogenic substrate cleavage. hit rate 0.26% among 220,000. inhibition, % at 5 µM. P00734;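 active means inhibition at or above 40%; inactive means inhibition below 40%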;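 further: 0% = enzyme with no compound and 100% = wells without enzyme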
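Test system: human alpha-thrombin; medium: pH 7.5 Tris-saline with Tween 20; times: reaction at room temperature; signal: AMC fluorescence at 355 nm excitation and 460 nm emission; also added: Boc-VPR-AMC substrate, 15 µM final; dosing: one concentration per compound, 5 µM, with 0.2% DMSO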
Cl transport mod: modulators of human KCC2 chloride dependent transport; Q9H2X9; KCC2 cells, thallium flux FluoZin-2 fluorescence; B-score of Tl+ flux slope (higher = more flux/activation; lower = inhibition) at 10 µM; hit rate 2.2% among 190,000;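 active means thallium flux slope and its plate-corrected score both differing from the plate sample mean at a set confidence after two filtering rounds, in either direction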;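 further: slope of fluorescence scaled to starting intensity during 10 to 20 s after thallium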
FXIa inh 1536: factor XIa (human) inhibition | P03951 | purified FXIa, Boc-Glu-Ala-Arg-AMC fluorogenic substrate | inhibition, % at 5 µM | hit rate 0.14% among 220,000 | AID 798;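 active means inhibition of at least 40%; inactive means inhibition below 40%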;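 further: fluorescence of freed AMC excited at 355 nm; 0% = enzyme without compound and 100% = no enzyme blank; many of its hits are not listed in these tables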
m-calpain inh: inhibitors of pig calpain II | hit rate 0.37% among 220,000 | inhibition, % at 16 µM | purified calpain II, fluorogenic peptide substrate, 30 min;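 active means inhibition above about 50%, limit read from the data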
* = called active by the depositor; i = inactive; · = no result given; [ ] = remark or other dose. Some of the compounds tested; rates above refer to the full screens.

nr	canonical_smiles	hK5 inh	Rad51 HR inh	m-calpain inh	FXIIa inh	FXIa inh 1536	PERK inh	Cl transport mod	Thrombin inh	Furin inhibitor
1	COc1cc(-c2[nH]ncc2CN(C)Cc2nonc2C)cc(OC)c1OC	·	9.2	-19.0	8.1	2.8	0.0	0.361	-0.4	-33.2
2	Cc1cc(C(F)(F)F)nn1CC(=O)NCc1cccs1	-2.7	6.1	-21.0	5.7	-3.1	0.5	-1.03	-8.8	-20.6
3	O=C(O)Cn1ncc2c1-c1ccoc1CC2	-8.9	-1.3	12.9	-0.3	-6.2	0.6	-1.22	-6.2	-13.9
4	COC(=O)c1nc(-c2ccccc2)oc1N1CCOCC1	31.6	-8.8	-268.6	19.7	26.9	0.2	1.42	9.2	-16.8
5	S=C(NC1CCCC1)N1CCOCC1	-4.2	-4.5	-0.4	6.3	-1.4	0.7	1.01	-0.4	10.7
6	CC1(C)CC(=O)C(Sc2ccccc2[N+](=O)[O-])=C(O)C1	-10.3	·	-4.5	13.5	6.7	0.3	-0.23	0.8	-10.0
7	COc1ccc(N2CC(C(=O)Nc3nnc(SCc4ccccn4)s3)CC2=O)cc1 (stereo unspecified)	-2.8	5.3	-59.4	7.0	10.1	1.1	-0.436	3.1	-23.3
8	O=S(=O)(c1ccc(Br)cc1)N1CCN=C1SCc1cccnc1	-0.1	8.4	1.3	12.1	-3.1	0.9	-0.0779	0.5	-17.8
9	Cc1cc(C)n(-c2ncccc2[N+](=O)[O-])n1	-1.2	19.6	15.0	5.7	4.2	0.1	0.235	-3.7	-14.8
10	CC(=O)N(/N=C1\Sc2ccccc2C1=O)c1cccc(C)c1	8.7	-3.0	23.1	-6.1	-3.1	0.6	-1.35	5.4	-24.8[20 µM]
11	Cc1ccc(C(=O)CSc2nnc(-c3c[nH]c4ccccc34)o2)cc1	-16.6	2.2	-27.5	-1.5	0.9	0.3	·	-3.3	-26.6[20 µM]
12	O=C(NCc1ccco1)c1cc(-c2ccc(Cl)cc2)on1	-1.7	-0.3	5.2	29.3	16.4	0.2	·	-0.5	-11.8
13	Cc1cc(N=NC(=O)c2ccccc2O)c2ccccc2c1O	3.5	7.8	-15.8	6.2	3.2	1.7	-3.55*	-5.5	-21.5
14	COc1ccc(/C=N/n2c(C)cc(C)c(C(N)=O)c2=O)cc1	-7.8	-2.5	-22.7	14.6	-6.3	1.1	1.05	0.6	-17.8[20 µM]
15	COC(=O)c1c2c(nc3ccccc13)CCC2	-10.6	5.1	-53.2	-14.8	-4.2	-0.1	0.442	-5.9	-18.9[20 µM]
16	COc1ccc(CCNC(=O)Cn2cnc3c2c(=O)n(C)c(=O)n3C)cc1OC	-9.0	-3.3	19.4	17.9	0.8	-0.5	0.242	1.1	-18.6
17	O=c1[nH]c(SCc2nc3ccccc3c(=O)n2-c2ccccc2C(F)(F)F)nc2ccccc12	-11.4	1.6	-1.9	-4.4	-9.6	-1.4	-0.949	-9.2	-9.3
18	Cc1cc(C)n(-c2nc3c(c(=O)[nH]c(=O)n3C)n2CC(C)C)n1	-5.7	-0.9	4.2	17.8	5.0	0.9	0.209	1.5	-3.4
19	CN(CC(=O)OCC(=O)NCC(F)(F)F)S(=O)(=O)c1ccc(Cl)cc1	-9.8	8.0	12.4	2.0	-4.7	0.6	-1.34	0.1	-25.4
20	CCC1(C)Cc2ccccc2-c2nc(NCCO)n(-c3ccccc3)c(=O)c21 (stereo unspecified)	-23.8	0.3	i	7.4	5.8	-1.0	1.37	-5.7	-15.2[20 µM]
21	Cc1ccc(CC(=O)Nc2ccc(F)c([N+](=O)[O-])c2)cc1	-13.0	8.8	2.4	5.1	-1.9	0.2	0.4	-10.5	-3.4
22	Cc1cccc[n+]1CC(=O)Nc1cccc([N+](=O)[O-])c1	0.4	-0.4	-44.4	9.7	-2.9	0.6	-0.0784	-4.8	-20.0
23	O=C(CC(SCc1ccco1)c1ccc(O)cc1)c1cccs1 (stereo unspecified)	17.5	-12.3	0.8	11.7	-7.0	0.5	-0.155	-3.3	-0.1
24	Cc1ccc(S(=O)(=O)N2CCC(C(=O)Nc3nnc(C45CC6CC(CC(C6)C4)C5)s3)CC2)cc1	0.9	-3.1	13.8	18.2	-12.6	-0.1	·	-1.7	-16.5
25	COc1ccccc1N1CCN(CCOc2c(OC)cccc2OC)CC1	-0.1	3.2	-23.5	5.7	4.0	-1.9	1.28	0.4	-16.0[20 µM]
26	Cc1sc2ncnc(NCc3ccccc3)c2c1C	2.7	-9.8	13.8	14.5	-3.9	-0.5	-0.54	-0.8	-8.0[20 µM]
27	Cc1onc(-c2c(F)cccc2Cl)c1C(=O)N1CCOC12CCCCC2	0.4	7.8	-21.7	7.0	-1.9	0.2	1.09	-1.2	-28.2
28	O=C(/C=C/Nc1cccc(F)c1)c1ccco1	-25.3	-1.8	-48.2	18.3	8.3	-1.2	·	5.8	-1.2[20 µM]
29	CCN(CC)C(=O)CSc1nc2cc3c(cc2c(=O)n1Cc1ccc(OC)cc1)OCO3	-8.5	8.0	36.6	3.7	-2.4	0.8	-1.72	-1.6	-12.4
30	Oc1ccc2ccccc2c1C=Nc1ccccc1-c1nc2ccccc2[nH]1	-115.4	8.4	-392.4	-0.7	-5.5	0.2	0.326	-2.9	-12.0[20 µM]

3 compounds from above, reduced to m-calpain inh:
item	smiles	m-calpain inh
30	Oc1ccc2ccccc2c1C=Nc1ccccc1-c1nc2ccccc2[nH]1	-392.4
14	COc1ccc(/C=N/n2c(C)cc(C)c(C(N)=O)c2=O)cc1	-22.7
3	O=C(O)Cn1ncc2c1-c1ccoc1CC2	12.9

The results go on:
nr	canonical_smiles	hK5 inh	Rad51 HR inh	m-calpain inh	FXIIa inh	FXIa inh 1536	PERK inh	Cl transport mod	Thrombin inh	Furin inhibitor
31	Cc1ccc2nc(SC(C)C(=O)Nc3cccc([N+](=O)[O-])c3)[nH]c2c1 (stereo unspecified)	-2.2	·	-9.6	12.5	7.4	-0.2	-0.723	0.1	-18.6
32	OCC1CCCN1C(=S)Nc1ccccc1 (stereo unspecified)	3.2	-3.3	-3.5	9.6	-1.8	0.5	0.321	-4.8	-9.1[20 µM]
33	O=C(CCNS(=O)(=O)c1ccc(Cl)cc1)OCC(=O)c1ccc[nH]1	0.1	10.8	-16.0	1.4	-2.9	0.8	-0.0458	-9.9	-17.4
34	Cc1nonc1NCn1nnc2ccccc21	-7.5	-0.7	-0.8	17.4	2.0	-0.2	0.128	2.8	0.8[20 µM]
35	COc1ccc(N2C(=O)CC(NCc3ccncc3)C2=O)cc1 (stereo unspecified)	-5.4	-2.2	-15.0	15.9	3.3	0.3	0.139	3.5	-13.3[20 µM]
36	O=C(OCc1cc2ccccc2[nH]c1=O)c1cccs1	-6.2	-0.1	-10.8	3.9	-1.3	0.2	0.0193	-5.4	-10.9
37	COc1ccc(CCNC(=O)CSc2nc(C)cs2)cc1	-8.6	-3.6	26.8	6.1	7.0	0.9	0.475	-4.2	-10.5
38	CCOC(=O)c1sc2nc(N3CCOCC3)c3c(c2c1N)CC(C(C)C)OC3 (stereo unspecified)	·	·	-143.9	6.2	-0.6	0.5	1.18	-5.3	-27.3
39	Cn1nc(-c2ccccc2)c(C(=O)NC(C(=O)O)c2ccccc2)c1Cl (stereo unspecified)	·	·	-18.6	5.0	0.7	2.5	0.21	0.0	-21.0
40	COc1ccc(-c2nc(-c3ccccc3)nc(Cl)c2C#N)cc1	6.8	6.1	-58.2	21.6	4.0	1.2	-0.633	5.4	-11.8[20 µM]
41	CC(C)=C1C2CCC1C(C(=O)NCCc1ccccc1)C2C(=O)O (stereo unspecified)	-12.6	0.4	-6.4	4.5	-4.0	0.5	-0.25	-7.8	-12.3
42	CC1CC1c1ccc(/C=C(\C#N)C(=O)Nc2cccc(Cl)c2Cl)o1 (stereo unspecified)	-5.0	-5.5	-16.3	8.8	-0.3	1.8	2.39	-6.6	-5.9
43	C=CCn1c(=O)c2ccccc2n2c(SCc3nc(N)nc(Nc4ccccc4C)n3)nnc12	-16.4	-5.6	4.1	3.1	-6.2	-0.7	·	-1.3	-22.8
44	O=C(NC1CCCCCC1)c1cc(-c2ccccn2)nc2ccccc12	-2.8	-3.3	-4.1	2.4	-5.1	-0.7	0.842	-5.2	-15.9
45	CCN(CC)S(=O)(=O)c1ccc(-c2nnc(SCC(=O)Nc3ccc(OC)cc3)o2)cc1	-6.5	4.7	17.7	29.6	19.0	1.0	-0.113	3.7	-14.6[20 µM]
46	O=C(C1CCN(c2nnc(N3CCCC3=O)s2)CC1)N1CCN(Cc2ccc3c(c2)OCO3)CC1	-28.1	1.8	-45.0	10.0	-1.4	-0.7	1.1	-2.7	-14.8
47	CCn1cc(-c2csc(N)n2)c(C)n1	5.1	-7.5	-28.6	14.8	-0.5	1.3	0.526	-2.1	-29.7
48	O=C(CN1CCCCCC1)NCCc1ccc(F)cc1	7.1	·	-23.0	2.5	-8.6	-0.8	0.0848	-9.0	-31.4
49	Cc1occc(=O)c1OCc1ccccc1	-7.4	4.5	-14.0	0.5	-7.6	-0.1	0.36	-5.5	-17.5
50	Cc1cc(C)nc(NN=C(c2ccccc2)c2ccccc2)n1	-19.0	-1.8	2.7	2.0	-0.3	-0.2	1.74	-5.9	-10.9
51	CCOC(=O)c1sc(=NC(=O)c2cc(OC)c(OC)c(OC)c2)n(C)c1C	5.3	-4.7	-91.6	5.6	10.7	-0.3	-0.577	6.1	-16.1
52	Cc1ccc(N2C(=O)C(Cc3ccccc3)NC2=S)cc1 (stereo unspecified)	-10.0	-2.7	-55.8	10.8	5.8	-0.3	·	-3.5	-16.2[20 µM]
53	Cc1c(Cl)c([N+](=O)[O-])nn1CC(=O)N1CCN(Cc2ccccc2)CC1	9.0	-0.7	-3.0	0.0	-4.8	-0.3	-0.0548	3.7	-10.8
54	CCOC(=O)c1c2ccc(OCC(=O)N/N=C/c3ccccc3C(F)(F)F)cc2n2ccccc12	-1.4	-1.7	-76.6	0.1	-9.4	2.3	·	-5.4	-14.5
55	Cc1nc2cc(NCc3cc([N+](=O)[O-])ccc3O)ccc2n1Cc1ccccc1	-5.6	-0.3	-5.5	4.8	-8.3	0.5	0.144	-21.2	-21.3
56	Cc1ccc(CCNc2ccccc2C)cn1	-13.9	1.1	-11.5	-0.2	-3.3	0.1	-0.268	-7.4	0.6[20 µM]
57	COc1cc(C(=S)N2CCOCC2)cc(OC)c1O	8.1	14.8	-2.1	10.8	6.7	1.4	0.738	1.9	-13.2
58	COc1ccc(C)cc1NC(=O)CCCN1C(=O)CCC1=O	-5.7	11.6	-54.4	8.9	-2.8	1.5	0.594	-0.6	-15.6[20 µM]
59	COc1ccccc1CNC(=O)C1CCN(C(=O)NC2CCCCC2)CC1	0.9	24.6	-11.0	3.9	-0.9	0.9	0.731	6.7	-27.1
60	COc1cccc(NC(=O)c2ccc(-n3cccn3)nc2)c1	1.7	-2.9	10.8	5.8	-7.7	2.3	-0.316	-3.9	-19.4[20 µM]
61	CC(=O)Nc1ccc(C(O)(C(F)(F)F)C(F)(F)F)cc1	-1.8	-14.2	-27.6	13.3	-1.8	0.9	-0.353	-4.3	-37.4

Screening results as filed in PubChem BioAssay.
